Screens from PubChem.
HCV core dimer = inhibitors of HCV core protein dimerization, primary screen, biochemical, TR-FRET, high-throughput; TR-FRET GST/Flag-core106 dimerization, 1536-well; inhibition, % at 5 µM; actives 0.33% (n = 300,000); AID 1899, 2009;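 active = inhibition above the mean of all tested compounds plus 3 SD, set per screening campaign, cut at about 45% in these data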
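Material: Tagged HCV core106 pair (GST and Flag) | Amount: GST-core106 13.5 nM, Flag-core106 17 nM | Medium: KF-containing HEPES buffer, pH 7.45, DTT, CHAPS, BSA | Reagent: Eu donor and XL665 acceptor anti-tag antibodies | Schedule: 4 h at 22.5 °C | Technique: Time-resolved FRET, ex 340 nm, em 617 and 671 nm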
PP1 counter = PP1-alpha phosphatase inhibitors, primary screen, counter-screen for PP5 inhibitor project, biochemical, fluorescence, OMFP substrate, single point | Serine/threonine-protein phosphatase PP1-alpha catalytic subunit (Homo sapiens), P62136 | purified PP1alpha | inhibition, % at 6.7 µM | actives 0.9% (n = 320,000);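 active = inhibition above the mean inhibition of all tested compounds plus 3 SD, computed separately for each screening campaign, cut at about 15% in these data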
Target sequence (P62136 whole entry, looked up): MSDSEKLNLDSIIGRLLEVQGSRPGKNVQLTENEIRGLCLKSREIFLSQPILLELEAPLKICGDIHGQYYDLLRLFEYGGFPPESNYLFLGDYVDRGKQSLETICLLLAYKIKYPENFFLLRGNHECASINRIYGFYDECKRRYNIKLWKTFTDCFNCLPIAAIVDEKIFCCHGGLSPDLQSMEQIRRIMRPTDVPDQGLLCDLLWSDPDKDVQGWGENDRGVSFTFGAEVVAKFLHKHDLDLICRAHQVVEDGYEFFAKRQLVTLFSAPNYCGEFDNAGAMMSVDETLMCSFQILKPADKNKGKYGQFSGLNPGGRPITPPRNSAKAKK
ZTA counter = counter-screen for EBNA-1 inhibitors: inhibitors of Epstein-Barr virus ZTA; actives 0.15% (n = 320,000); P03206; ZTA-DNA binding, fluorescence polarization; inhibition, % at 11 µM; in the data active = inhibition above about 33%
Target sequence (P03206 whole entry, looked up): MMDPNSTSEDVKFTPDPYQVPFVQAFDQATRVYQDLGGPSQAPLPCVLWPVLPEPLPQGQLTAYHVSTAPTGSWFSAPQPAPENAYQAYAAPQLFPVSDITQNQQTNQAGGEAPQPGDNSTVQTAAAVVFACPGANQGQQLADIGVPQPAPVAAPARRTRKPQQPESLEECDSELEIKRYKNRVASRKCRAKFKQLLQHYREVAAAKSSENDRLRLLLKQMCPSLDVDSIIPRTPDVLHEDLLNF
JMJD2C inh = inhibitors of GASC-1 histone demethylase, primary screen, biochemical, fluorescence, DELFIA europium; GST-JMJD2C(1-420) H3K9me3 demethylation; inhibition, % at 2.35 µM; actives 0.069% (n = 330,000); AID 2099, 2009;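 active = more than half of a compound's replicate wells show inhibition beyond 50%, single wells judged on their own value; inconclusive = some, but no more than half, of replicates pass 50% inhibition; inactive = no replicate passes 50% inhibition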;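 note: signal counts dimethyl H3K9 product captured on neutravidin plate; 0% = median of DMSO wells and 100% = 0.3 times that DMSO median; strong numbers were not always called active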
Target sequence (Q9H3R0 1-420 limits assumed): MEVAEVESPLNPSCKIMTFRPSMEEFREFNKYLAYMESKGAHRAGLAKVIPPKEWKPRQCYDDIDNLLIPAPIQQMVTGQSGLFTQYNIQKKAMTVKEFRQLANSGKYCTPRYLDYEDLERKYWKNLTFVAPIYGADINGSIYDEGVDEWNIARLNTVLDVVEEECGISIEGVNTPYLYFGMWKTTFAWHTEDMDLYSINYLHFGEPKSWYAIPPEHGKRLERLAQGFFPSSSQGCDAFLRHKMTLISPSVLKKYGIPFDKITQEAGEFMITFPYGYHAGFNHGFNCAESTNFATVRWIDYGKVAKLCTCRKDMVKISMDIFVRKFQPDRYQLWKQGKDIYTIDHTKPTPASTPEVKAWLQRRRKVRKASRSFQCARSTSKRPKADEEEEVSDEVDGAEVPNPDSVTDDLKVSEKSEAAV
EBNA-1 inh = EBNA-1 DNA-binding inhibitors, primary screen, biochemical, fluorescence polarization; actives 0.34% (n = 300,000); AID 1950, 2009; inhibition, % at 14.8 µM; in the data active = inhibition above about 28%
CTSL1 counter = Fasciola hepatica cathepsin L1 inhibitors, primary screen, counter-screen for PFM18AAP inhibitor project, biochemical, QFRET, fluorogenic peptide substrate | inhibition, % at 5.96 µM | recombinant F. hepatica cathepsin L1, Z-Leu-Arg-MCA fluorescence | actives 0.49% (n = 300,000);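 active = inhibition above the mean of all tested compounds plus 3 SD, set per screening campaign, cut at about 17% in these data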;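 note: 0% = plate median of test compound wells and 100% = 1 µM Z-Phe-Ala-diazomethylketone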
Yeast superoxide = reduction of superoxide in aged yeast, primary screen, HTS | S. cerevisiae aged cells, superoxide DHE fluorescence; hits give low values | AID 2690, 2010 | actives 0.18% (n = 330,000) | superoxide response (% of plate mean), % at 10 µM;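 active = superoxide response under a set limit, about three screen SD below normal, cut at about 65% in these data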;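 note: yeast aged for seven days with compound at 30 °C before DHE staining; 100% = average MFI of all compound-treated wells on the plate with controls excluded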
TPT1 inh = Candida albicans TPT1 enzyme inhibitors, primary screen, biochemical, fluorescence polarization; AID 1962, 2009; tRNA 2'-phosphotransferase TPT1 (Candida albicans SC5314); actives 0.81% (n = 300,000); inhibition, % at 5 µM; recombinant caTPT1, FP RNA substrate dephosphorylation;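 active = inhibition above the mean of all tested compounds plus 3 SD, set per screening campaign, cut at about 24% in these data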;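 note: plate controls were DMSO alone for no effect and ferristatin control at 100 nM for full effect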
PP5 primary = PP5 phosphatase inhibitors, primary screen, biochemical, fluorescence. Serine/threonine-protein phosphatase 5 (Homo sapiens), P53041. purified PP5c, OMFP substrate fluorescence. inhibition, % at 6.7 µM. actives 0.18% (n = 320,000). AID 1987, 2009;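 active = inhibition above the campaign's mean inhibition across all tested compounds plus 3 SD, cut at about 9.5% in these data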;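 note: 0% = DMSO only and 100% = 100 µM cantharidin control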
* hit, by the source's call; i = inactive; u = inconclusive; x = no result given; & = joins results of further samples.

Below each compound – HCV core dimer	PP1 counter	ZTA counter	JMJD2C inh	EBNA-1 inh	CTSL1 counter	Yeast superoxide	TPT1 inh	PP5 primary
CCC(=O)OC1(C)C(=O)C=C2C=C(c3ccc(C#N)cc3)OC=C2C1=O (stereo not drawn)
→ 29.2	9.2	-7.0	4.3	5.2	0.8	96.8	3.3	1.4
O=C(NCCCN1CCOCC1)C(=O)N/N=C/c1ccccc1Cl
→ 0.4	-5.1	-2.2	-4.1	-0.5	-4.1	117.8	-2.1	-0.9
Cc1ccc(-c2noc(CCC(=O)N3CCN(c4cccc(C(F)(F)F)c4)CC3)n2)cc1
→ 6.9	5.0	-6.3	-2.1	-11.3	4.3	115.5	-2.6	5.7
C=CCn1cnc2scc(-c3ccc(C)cc3)c2c1=O
→ -7.7	0.9	1.7	32.9	2.1	-1.3	85.8	-4.0	-0.4
Cc1ccc(CNC(=O)C2CCN(C(=O)c3cccc(Cl)c3)CC2)cc1
→ -2.6	-0.9	-2.2	3.4	9.2	-0.4	99.9	-0.6	1.5
Nc1cc(Cl)ccc1C(=O)OCC(=O)N1CCOCC1
→ -0.7	7.2	-4.9	-6.0	-11.6	-4.8	132.4	-0.8	1.9
COc1ccc(-c2nc3n(n2)C(c2ccccc2)C2=C(CCCC2=O)N3)cc1OC (stereo not drawn)
→ -3.0	-3.4	-1.6	17.4	0.4	3.1	102.8	2.5	1.5
O=C(/C=C/c1ccc(N2CCOCC2)cc1)c1ccccc1
→ 6.9	-4.0	4.2	-8.8	7.6	-0.6	101.3	84.1*	2.8
COc1ccc(C2C3=C(CCCC3=O)NC3=C2C(=O)c2ccccc23)cc1 (stereo not drawn)
→ -20.8	1.0	-3.6	-9.3	7.3	1.4	107.4	-2.5	3.0
COc1ccc2oc(C(=O)OC/C(O)=C(\C#N)c3nc4ccccc4[nH]3)c(C)c2c1
→ 4.3	-2.2	0.2	0.1	-12.6	-1.2	93.2	11.4	-0.3
CCOC(=O)Cc1cn2c(=O)cc(CSCC(=O)Nc3ccc(C)c(C)c3)nc2s1
→ 41.6	0.8	-8.7	-9.3&-0.9	-13.2	3.0	96.2	-0.1	1.6
CCOC(=O)C1CCCN(C(=S)Nc2ccc(C)cc2C)C1 (stereo not drawn)
→ -1.1	-4.3	-7.8	3.8	-0.4	4.6	95.9	0.9	0.5
O=C(Nc1ccccc1)c1ccc(S(=O)(=O)N2CCC(C(=O)O)CC2)cc1
→ -7.0	-0.7	-9.6	7.2	-8.1	-0.2	113.1	2.6	-1.6
Cc1nn(C)cc1CN(C)C(=O)c1nn2c(c1Br)NC(c1cccs1)CC2C(F)(F)F (stereo not drawn)
→ -5.3	0.1	-15.2	2.6	-4.3	-1.6	97.5	-0.7	1.8
COC(=O)c1cc(CN2C(=O)c3ccccc3C2=O)c(O)c([N+](=O)[O-])c1
→ 1.0	-1.4	7.3	26.5	16.8	0.4	72.9	-1.0	-3.8
O=C(Cn1nc(-c2ccccc2)ccc1=O)NCCN1CCN(c2cccc(Cl)c2)CC1
→ -0.8	-1.1	3.2	-1.1	5.6	0.7	93.2	3.1	1.4
O=c1c2ccccc2oc2ccc(C#CC3(O)CCCCC3)cc12
→ -14.4	1.7	-24.9	-17.4	12.3	-0.8	94.8	1.7	4.8
CCCCCC(=O)N(O)C1CC(=O)N(c2ccccc2)C1=O (stereo not drawn)
→ -0.4	-1.0	-7.0	2.3	-7.9	-0.6	99.3	-1.0	-0.4
Cc1ccccc1CNC(=O)CCC(=O)N1CCOc2ccccc21
→ 2.4	-3.4	15.0	-5.7	13.4	0.9	94.5	3.0	-0.7
Cc1ccc(C(=O)Nc2ccc(F)cc2)cc1NC1=NC2CS(=O)(=O)CC2S1 (stereo not drawn)
→ 0.1	-1.0	-1.4	-20.2	3.5	-0.9	93.2	-2.5	0.3

A run of entries of the results above, as a working copy:
Below each compound – HCV core dimer	PP1 counter	ZTA counter	JMJD2C inh	EBNA-1 inh	CTSL1 counter	Yeast superoxide	TPT1 inh	PP5 primary
Cc1ccccc1CNC(=O)CCC(=O)N1CCOc2ccccc21
→ 2.4	-3.4	15.0	-5.7	13.4	0.9	94.5	3.0	-0.7
Cc1ccc(C(=O)Nc2ccc(F)cc2)cc1NC1=NC2CS(=O)(=O)CC2S1 (stereo not drawn)
→ 0.1	-1.0	-1.4	-20.2	3.5	-0.9	93.2	-2.5	0.3

(more compounds)
Below each compound – HCV core dimer	PP1 counter	ZTA counter	JMJD2C inh	EBNA-1 inh	CTSL1 counter	Yeast superoxide	TPT1 inh	PP5 primary
CSc1cccc(NS(=O)(=O)c2cccs2)c1
→ -7.4	-2.0	-1.4	i	12.2	-3.0	87.3	0.7	1.5
O=C(CSc1nnc(CNC(=O)C23CC4CC(CC(C4)C2)C3)n1-c1ccccc1)Nc1ccc(F)cc1
→ 13.8	2.8	-1.3	-5.0	4.6	5.0	94.2	-1.2	1.3
CCN(CC)C(=O)CSc1nnc(-c2ccccn2)n1Cc1ccccc1
→ -0.7	-5.5	-8.0	50.9	-2.3	-2.3	96.3	-1.3	1.0
c1ccc(-c2ccc3sccc3n2)cc1
→ 8.7	-2.0	4.5	6.4	15.8	3.8	x	-2.2	1.7
Cc1ccc2nc(NCc3ccccc3)c(C=NCc3cccnc3)c(=O)n2c1
→ -0.8	-4.0	16.6	7.5	-7.6	3.6	107.6	-2.1	0.2
NC(=O)COC(=O)c1oc2ccccc2c1CSc1ccc(Cl)cc1
→ 4.6	4.2	1.3	-1.3	1.9	-0.8	90.8	-5.6	2.6
OC(CNc1nc2ccccc2s1)c1ccccc1 (stereo not drawn)
→ -6.5	0.7	-1.4	-0.9	-2.8	0.9	90.3	-3.8	0.9
COc1ccc2oc(=O)c(/C(C)=N/NC(=O)c3ccncc3)cc2c1
→ -4.5	2.0	-4.0	0.1	-7.8	-1.4	109.1	0.3	6.2
CC1CCCC(NC(=O)COC(=O)c2ccc3ccccc3n2)C1C (stereo not drawn)
→ -1.2	-2.8	2.6	0.7	0.5	3.3	105.3	4.8	5.2
COc1cc(C(=O)NCC(c2cccs2)N2CCOCC2)cc(OC)c1OC (stereo not drawn)
→ -6.7	0.5	-24.1	u	3.8	-3.4	93.3	-2.7	-0.4
CCC(=NCCc1c(C)[nH]c2ccc(C)cc12)C1=C(O)CC(c2ccccc2)CC1=O (stereo not drawn)
→ 21.1	-1.2	-4.2	0.4	-1.8	1.6	98.3	-4.3	1.6
O=C(Cn1c(NCCO)nc2ccccc21)c1cccs1
→ -6.2	1.2	-1.1	16.5	-9.2	-2.2	100.5	-1.0	4.0
COc1ccc(C(=O)NC(=O)COC(=O)c2ccc3ncsc3c2)cc1
→ -6.3	11.0	9.6	3.6	-5.2	-2.3	116.2	2.6	4.5
COc1ccc(S(=O)(=O)NCC2CCC(C(=O)NCCC(C)C)CC2)cc1 (stereo not drawn)
→ -3.3	-11.1	-11.8	8.0	3.4	13.3	93.4	-1.3	1.1
COC(=O)c1ccc(COC(=O)Cc2n[nH]c(=O)c3ccccc23)cc1
→ 3.1	-2.6	6.5	-3.5	3.3	-2.0	90.2	-0.8	0.1
Cc1c(N=Cc2cccs2)c(=O)n(-c2ccccc2)n1C
→ 0.2	0.8	3.0	u	-5.9	-2.0	103.1	3.1	0.5
O=C(Nc1ccc(-c2noc(COc3ccccc3Cl)n2)cc1)c1ccco1
→ 11.3	0.1	-1.3	6.8	-6.7	0.6	106.5	-3.8	2.0
COc1ccccc1/C=N/OCc1cc(C(C)=O)ccc1OC
→ 0.5	0.3	-6.0	-4.4	-7.5	-2.9	102.4	2.5	1.7
COC(=O)C(C)Sc1nnc(Cc2cc(=O)[nH]c(=O)[nH]2)n1-c1cc(C)ccc1C (stereo not drawn)
→ 1.8	-3.8	-10.2	-7.4	-8.7	-2.0	101.4	-4.1	1.3
O=C(NCC1CCCO1)c1ccc2c(=O)n(CC3CCCO3)c(SCC(=O)N3CCCC3)nc2c1 (stereo not drawn)
→ -1.8	3.5	-16.8	12.5	-5.5	-2.0	101.8	1.3	-0.1
Cc1cccc(N(CC(=O)NC(C)(C)C)C(=O)CCC(=O)Nc2nccs2)c1
→ -2.7	-4.2	-23.6	-12.1	2.8	-0.7	106.2	-3.1	1.8
COC(Cc1nnc(SC)n1-c1ccc(Cl)cc1)OC
→ -1.4	7.2	12.0	-2.9	4.5	1.7	83.2	-2.4	1.7
C/C(CC(=O)Nc1c(C)cc(C)cc1C)=N\NC(=O)Cc1ccccc1
→ 8.4	-4.6	-2.5	-2.6	15.7	-4.2	93.1	-0.7	0.8
Cc1ccc(CC2(O)CC(C)N(C)CC2C)c(C)c1 (stereo not drawn)
→ -2.4	-4.8	2.3	1.7	4.2	-2.0	95.4	-1.2	-2.4
COC(=O)[C@H](C)NC(=O)NCc1ccc(F)cc1
→ 1.1	-4.3	-0.2	21.4	-14.1	-5.2	92.3	5.2	0.2
CCOc1ccc(S(=O)(=O)NCCC(=O)Nc2ncccc2C)cc1
→ 1.6	-6.2	8.6	9.3	-6.3	-4.6	113.7	-0.3	2.0
CCC1CCCCN1C(=S)NC(=O)c1ccc([N+](=O)[O-])cc1 (stereo not drawn)
→ -1.3	-1.7	-12.2	-18.1	-1.2	2.6	96.1	-1.9	2.5
CCCCOc1ccc(C2CC(=O)N(C)C2=O)cc1 (stereo not drawn)
→ -0.2	-2.4	5.5	-1.3	0.4	-2.6	90.8	4.5	-0.3
CCCNS(=O)(=O)c1ccc(NC(=O)c2ccccn2)cc1
→ 3.5	-3.3	5.6	2.5	2.8	-2.5	102.6	-7.7	-1.3
O=C(NC(=S)N1CCOCC1)c1cn(-c2ccccc2)nc1-c1ccc(F)cc1
→ x	2.0	2.8	x	x	x	109.7	x	4.4
O=C(COC(=O)CCSc1ccccc1)Nc1ccc(F)cc1Cl
→ 16.0	-4.7	-15.4	15.6	-9.0	-63.5	90.5	-1.2	3.2
C/C(=N\NC(=O)c1cccs1)c1cccnc1
→ -8.2	-5.6	-6.0	u	-4.5	3.5	98.6	1.1	-0.4
COC(=O)c1ccccc1NS(=O)(=O)c1ccc(F)cc1
→ 2.4	2.6	-24.9	-13.0	-2.1	4.7	126.6	-0.7	4.8
COCC1CCN(Cc2cn(-c3ccccc3F)nc2-c2cc(C)sc2C)CC1
→ 3.9	5.4	-7.4	-0.2	3.4	1.3	101.8	-2.0	4.8
Cc1cc(C)cc(OCC(=O)OC(C)C(=O)Nc2c(C)n(C)n(-c3ccccc3)c2=O)c1 (stereo not drawn)
→ 0.6	-1.3	17.0	10.4	6.0	0.2	98.8	-0.5	-1.8
Cc1ccc(C)c(NC(=O)CSc2nc3ccccc3nc2N2CCOCC2)c1
→ -7.2	-2.3	14.9	-0.3	1.9	-2.8	107.2	2.8	2.6
CCC(C)Nc1nc(OC(C(F)(F)F)C(F)(F)F)nc(OC(C(F)(F)F)C(F)(F)F)n1 (stereo not drawn)
→ -3.3	1.4	-9.2	-13.1	0.2	-0.8	92.1	-3.6	2.6
CSc1nnc(C)c(=O)n1COC(=O)c1ccc([N+](=O)[O-])cc1
→ 1.2	1.5	-3.6	8.6	1.6	-2.1	90.8	-0.5	-3.0
